PfHsp90 yeast 2 = growth inhibition of yeast expressing Plasmodium Hsp90; S. cerevisiae expressing PfHsp90, BacTiter-Glo ATP, 48 h; yeast lacking PDR1 and PDR3 efflux regulators; inhibition, % at 9.4 µM; 310,000 compounds, 0.32% hits; AID 504621;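 active = every replicate shows inhibition above about 80%, whatever the replicate mean, limit read from the data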;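 note: 0% = DMSO neutral controls and 100% = 20 µM radicicol positive controls; yeast relying on Plasmodium falciparum Hsp90 in place of its own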
Rtt109 Vps75 = C. albicans Rtt109 histone acetyltransferase inhibition; inhibition, % at 34.9 µM; AID 540336; 330,000 compounds, 0.16% hits; purified Rtt109/Vps75, ThioGlo CoA-SH fluorescence, 4 h; Q5AAJ8;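 active = inhibition of at least 50% in every replicate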
Target sequence (Q5AAJ8 whole entry, looked up): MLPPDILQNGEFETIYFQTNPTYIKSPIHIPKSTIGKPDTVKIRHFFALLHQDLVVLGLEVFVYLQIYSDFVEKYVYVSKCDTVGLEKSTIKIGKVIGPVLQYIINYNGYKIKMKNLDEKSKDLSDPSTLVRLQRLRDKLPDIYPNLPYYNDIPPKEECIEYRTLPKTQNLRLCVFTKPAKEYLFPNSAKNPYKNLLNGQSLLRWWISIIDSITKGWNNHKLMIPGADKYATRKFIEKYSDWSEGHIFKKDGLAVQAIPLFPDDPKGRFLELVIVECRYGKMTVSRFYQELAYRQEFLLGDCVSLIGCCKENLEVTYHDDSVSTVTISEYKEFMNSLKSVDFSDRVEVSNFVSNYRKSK
CDK5 inh = inhibitors of human CDK5/p35 kinase | Q00535+Q15078 | Recombinant CDK5/p35, ADP-Glo luminescence, 60 min | inhibition, % at 10 µM | 330,000 compounds, 0.01% hits;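 active = highest replicate inhibition of at least 50% and at least 75% of replicates reaching 50%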;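 note: plate controls were DMSO neutral control for no effect and GW8510 at 10 µM for full effect; many of its hits are not listed in these tables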
dFosB activator = mouse delta FosB homodimer activation. P13346. 340,000 compounds, 0.99% hits. activation, % at 25 µM. purified delta FosB, TAMRA-CDK5 oligo fluorescence polarization; percent of positive-control signal above neutral wells;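 active = mean activation above about 17%, with every replicate also reaching it, limit read from the data, passing the limit was not always enough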;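 note: fluorescence polarization rise as delta FosB binds a TAMRA Cdk5 AP-1 oligo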
Target sequence (P13346 whole entry, looked up): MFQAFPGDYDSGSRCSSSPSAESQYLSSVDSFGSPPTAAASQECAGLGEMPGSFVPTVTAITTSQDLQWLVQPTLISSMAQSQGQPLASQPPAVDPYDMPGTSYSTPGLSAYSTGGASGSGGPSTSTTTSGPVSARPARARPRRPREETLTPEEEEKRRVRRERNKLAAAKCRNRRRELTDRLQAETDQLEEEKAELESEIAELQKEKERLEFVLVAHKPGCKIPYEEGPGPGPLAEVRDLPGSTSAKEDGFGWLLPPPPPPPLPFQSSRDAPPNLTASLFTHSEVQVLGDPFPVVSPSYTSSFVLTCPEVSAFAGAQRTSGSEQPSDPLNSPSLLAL
SUMO Mot1 rescue = blocks SUMOylation pathway, rescuing yeast Mot1-301 growth. S. cerevisiae Mot1-301 growth rescue, ATP luminescence, 38.5C; percent above DMSO median, 100 means doubled. growth rescue, % at 18.8 µM. 320,000 compounds, 1% hits;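 active = every valid replicate shows activation above 250% relative to neutral control wells; inactive = the rest, any valid replicate at or below 250%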;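 note: OY570 slx delta 5 strain wells were the positive control but not used for scaling; some compounds called inactive have numbers as strong as hits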
LANA DNA inh = blocks KSHV LANA C-terminal domain binding to DNA | MBP-C-LANA/FAM-LBS DNA binding, fluorescence polarization | inhibition, % at 9 µM | 340,000 compounds, 0.078% hits | AID 504423;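 active = highest replicate inhibition at or above 60% at 9 µM, even if other replicates fall short; inactive = all replicates below 60% inhibition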;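 note: 0% = neutral control wells and 100% = 4 µM acridine orange control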
PvdQ acylase = P. aeruginosa PvdQ acylase inhibition; purified PvdQ acylase, fluorescence plate reader; AID 488965; 340,000 compounds, 0.063% hits; inhibition, % at 10 µM; in the data active = inhibition above about 30%, passing the limit was not always enough;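 note: 0% = vehicle neutral wells and 100% = reference inhibitor wells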
Keap1 Nrf2 FP = inhibitors of human Keap1-Nrf2 protein-protein interaction | Q14145 | Keap1 Kelch-Nrf2 peptide fluorescence polarization, 1536-well | inhibition, % at 9.4 µM | 340,000 compounds, 0.15% hits; in the data active = inhibition above about 12%;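 note: human Keap1 Kelch domain with fluorescein labeled Nrf2 9mer peptide probe; 0% = neutral control wells and 100% = peptide positive control; higher means more block of Keap1 binding to Nrf2 peptide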
RTF Ca sens act = increases calcium sensitivity of human cardiac regulated thin filaments; AID 493008; IANBD-labeled TnC RTF fluorescence at EC20 calcium; 0% EC20 calcium, 100% full calcium; 340,000 compounds, 0.24% hits; activation, % at 7.2 µM; P19429+P45379;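 active = activation above the mean over all tested compounds plus 3 SD, cut at about 30% in these data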;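 note: rise in fluorescence read as greater calcium sensitivity of cardiac thin filaments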
RTF Ca sens inh = cardiac RTF calcium desensitization; P19429+P45379; IANBD-labeled cardiac RTF, Ca2+ fluorescence; inhibition, % at 7.15 µM; 340,000 compounds, 0.12% hits; AID 493244;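 active = inhibition above the mean inhibition of all tested compounds plus 3 SD, cut at about 17% in these data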;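 note: assay run at fixed EC70 calcium of 1.6 mM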
NSD2 inh = blocks human histone methyltransferase NSD2 | 310,000 compounds, 0.54% hits | NSD2 peptide methylation, AlphaScreen, 120 min | inhibition, % at 12.5 µM; in the data active = inhibition above about 50%
* marks the source's active call; other numbers are inactive results; . = no result given.

entry	structure	PfHsp90 yeast 2	Rtt109 Vps75	CDK5 inh	dFosB activator	SUMO Mot1 rescue	LANA DNA inh	PvdQ acylase	Keap1 Nrf2 FP	RTF Ca sens act	RTF Ca sens inh	NSD2 inh
1	Cn1nnc(NC(=S)NC(=O)Cc2ccccc2)n1	18	-6	0.4	2	7	3.7	-9	-1	.	.	0
2	Cc1ccc(C(=O)O)c(C(=O)Nc2nc3ccccc3s2)c1	-4	-1	1.2	4	-27	0.7	-18	-1	-3	-5	2
3	O=S(=O)(c1ccccc1)N1CCN(c2cccc(Cl)c2)CC1	-15	-7	-0.2	-5	41	-0.7	5	4	-1	1	3
4	COc1ccc(S(=O)(=O)N2CCCC(N(C)CCc3ccccc3)C2)cc1OC (stereo not given)	-17	-3	-0.4	-14	5	0.9	-10	1	2	-2	11
5	Cc1ccccc1NC(=O)CSc1nnnn1C	-22	-2	0.1	4	1	-0.7	-11	1	-3	-4	-4
6	COc1ccc(CNC(=O)CC23CC4CC(CC(C4)C2)C3)cc1	-31	6	0.6	-10	-10	-1.5	10	1	6	5	1
7	COc1cccc(OCc2nnc(SCC(=O)OC3CCCCC3)n2C)c1	-5	9	-0.4	-3	-28	0.4	-16	-5	-4	-2	24
8	Cc1ccc(Nc2nnc(SCC(=O)NC(Cc3c[nH]c4ccccc34)C(=O)O)s2)cc1 (stereo not given)	-27	16	-0.6	-7	139	2.0	-4	2	-5	2	-5
9	CS(=O)(=O)c1ccc2nnn(OCC(=O)Nc3cccc(C#N)c3)c2c1	16	-3	-1.1	-4	9	0.5	2	3	-4	-8	-3
10	Cn1c(SCc2cccc(F)c2)nnc1-c1cnccn1	14	0	8.6	-3	-9	1.1	4	3	-8	2	-2
11	O=C(COc1ccc(-n2cnnn2)cc1)Nc1ccc(F)c(F)c1F	-2	3	-9.5	1	7	1.6	-17	-2	-5	-5	-2
12	C=C(C)c1cccc(C(C)(C)NC(=O)NCCCN2CCCC2=O)c1	12	4	-2.8	0	0	-1.0	-10	3	3	-8	6
13	CCC(C)Nc1nc2c(c(=O)[nH]c(=O)n2C)n1CCCc1ccccc1 (stereo not given)	6	-1	-1.2	-5	-4	-0.9	-11	1	5	-6	5
14	CN(c1ccccc1N(C)S(=O)(=O)c1ccccc1)S(=O)(=O)c1ccccc1	12	11	0.0	-3	-16	-0.9	-1	-1	-5	4	-3
15	COc1ccccc1NC(=O)CS(=O)(=O)c1cn(CC(=O)N2CCOCC2)c2ccccc12	11	1	-0.3	1	439	1.7	-2	-2	0	3	-3
16	CN(NC(=O)c1cccc(Cl)c1)c1nc(-c2ccccc2)nnc1C(F)(F)F	-21	0	2.2	16	11	2.2	6	-4	-6	-12	0
17	COc1ccccc1-c1noc(-c2ccccc2C(=O)Nc2ccccc2)n1	-12	-10	1.2	0	13	-1.4	3	-4	1	5	-1
18	CCN1CCN(Cc2ccc(NC(=O)c3ccc(C)c(NC(=O)c4cncc(-c5cccs5)c4)c3)cc2C(F)(F)F)CC1	.	3	-0.4	-228	.	-1.9	-13	-2	-5	-4	.
19	COc1ccc(OS(=O)(=O)c2c(C)noc2C)cc1	-17	10	-3.9	2	-4	0.3	-13	-3	1	-4	-2
20	c1ccc(C(Cc2nc(-c3ccccn3)no2)c2ccccc2)cc1	7	-3	0.4	3	.	-1.1	-5	5	-2	7	-1
21	COc1ccc(/C=N/N2C(=O)c3ccccc3C2=O)cc1	-23	-3	-0.8	1	-13	-1.1	-8	-5	9	-1	1
22	C=CCNC(=O)N1c2ccccc2Sc2ccccc21	2	-1	-0.8	6	-10	0.3	-18	2	-9	-5	23
23	COC(=O)c1ccc(S(=O)(=O)NCCSc2nnc3c4ccccc4n(C)c3n2)cc1	.	1	0.3	-20	26	-0.7	-7	-2	-3	-4	0
24	S=C(Nc1ccc(Cl)c(Cl)c1)N1CCOCC1	-28	0	-0.2	9	-2	1.0	-10	4	7	2	-2

Nos. 1 through 11, reprinted for reference:
entry	structure	PfHsp90 yeast 2	Rtt109 Vps75	CDK5 inh	dFosB activator	SUMO Mot1 rescue	LANA DNA inh	PvdQ acylase	Keap1 Nrf2 FP	RTF Ca sens act	RTF Ca sens inh	NSD2 inh
1	Cn1nnc(NC(=S)NC(=O)Cc2ccccc2)n1	18	-6	0.4	2	7	3.7	-9	-1	.	.	0
2	Cc1ccc(C(=O)O)c(C(=O)Nc2nc3ccccc3s2)c1	-4	-1	1.2	4	-27	0.7	-18	-1	-3	-5	2
3	O=S(=O)(c1ccccc1)N1CCN(c2cccc(Cl)c2)CC1	-15	-7	-0.2	-5	41	-0.7	5	4	-1	1	3
4	COc1ccc(S(=O)(=O)N2CCCC(N(C)CCc3ccccc3)C2)cc1OC (stereo not given)	-17	-3	-0.4	-14	5	0.9	-10	1	2	-2	11
5	Cc1ccccc1NC(=O)CSc1nnnn1C	-22	-2	0.1	4	1	-0.7	-11	1	-3	-4	-4
6	COc1ccc(CNC(=O)CC23CC4CC(CC(C4)C2)C3)cc1	-31	6	0.6	-10	-10	-1.5	10	1	6	5	1
7	COc1cccc(OCc2nnc(SCC(=O)OC3CCCCC3)n2C)c1	-5	9	-0.4	-3	-28	0.4	-16	-5	-4	-2	24
8	Cc1ccc(Nc2nnc(SCC(=O)NC(Cc3c[nH]c4ccccc34)C(=O)O)s2)cc1 (stereo not given)	-27	16	-0.6	-7	139	2.0	-4	2	-5	2	-5
9	CS(=O)(=O)c1ccc2nnn(OCC(=O)Nc3cccc(C#N)c3)c2c1	16	-3	-1.1	-4	9	0.5	2	3	-4	-8	-3
10	Cn1c(SCc2cccc(F)c2)nnc1-c1cnccn1	14	0	8.6	-3	-9	1.1	4	3	-8	2	-2
11	O=C(COc1ccc(-n2cnnn2)cc1)Nc1ccc(F)c(F)c1F	-2	3	-9.5	1	7	1.6	-17	-2	-5	-5	-2

Going on with the list.
entry	structure	PfHsp90 yeast 2	Rtt109 Vps75	CDK5 inh	dFosB activator	SUMO Mot1 rescue	LANA DNA inh	PvdQ acylase	Keap1 Nrf2 FP	RTF Ca sens act	RTF Ca sens inh	NSD2 inh
25	Cc1nc(Sc2nnnn2-c2ccccc2)c(C#N)c(C)c1C	-1	4	2.2	-3	88	1.8	-1	-2	-7	-3	.
26	Cc1cc(OC(=O)c2ccc(S(=O)(=O)N(C)C)cc2)c([N+](=O)[O-])c(=O)[nH]1	26	-1	0.6	-6	10	-1.7	-9	-3	-4	-13	-1
27	COc1ccc(CN2C3CCC2CC(NC(=O)c2cc(OC)c(OC)c(OC)c2)C3)cc1 (stereo not given)	7	-2	0.6	-4	-10	0.7	0	-3	-4	2	-1
28	Clc1ccc(CSc2ncccn2)cc1	-6	4	-0.9	1	52	-1.1	-3	0	-3	-3	0
29	O=C(CCN1C(=O)C2CC=C(Cl)CC2C1=O)NCc1ccco1 (stereo not given)	7	3	0.3	-3	5	1.7	-2	-6	5	4	1
30	Cc1ccc(OCc2cc(C(=O)NCC(C)(C)N3CCOCC3)no2)cc1C	32	3	-0.7	-13	-15	-1.0	-8	1	-3	-9	0
31	O=C(c1ccc2ccccc2c1)N1CCN(c2ccccc2)CC1	.	-1	1.0	-3	-9	-0.1	-15	-4	-3	-4	4
32	O=c1c2ccccc2oc2cc(-c3ccc4[nH]ccc4c3)ccc12	16	3	-0.2	-1	14	-0.4	-10	-3	-1	-18	.
33	O=C1c2ccccc2C(=O)N1C1CCCCC1	-13	1	-0.4	7	21	0.0	-11	-4	-3	-8	-7
34	COc1ccc(/C=C/C(=O)NCC(=O)N/N=C/c2cccnc2)cc1	-26	-1	-0.1	-4	-4	-0.1	-8	-4	-3	-4	2
35	O=C(O)c1cc(S(=O)(=O)N2CCCC2)ccc1Br	4	7	0.6	-6	-2	0.2	-8	0	6	-9	1
36	NC(=O)C1(NC(=O)[C@@H]2CC3(CC(c4cccc(NC(=O)[C@@H]5CCC(=O)N5)c4)=NO3)CN2C(=O)Cc2ccc(C(F)(F)F)cc2)CC1 (stereo not given in full)	-16	1	-0.4	-4	-16	0.9	-6	-5	-5	4	.
37	COc1ccc(/C=C(/NC(=O)c2ccccc2)C(=O)N2CCCC2)cc1	2	-2	-0.9	-2	1	0.2	-5	1	0	3	-1
38	COc1cccc2cc(C(=O)Nc3ccccc3Cl)/c(=N/NS(=O)(=O)c3ccccc3)oc12	4	8	-0.6	-2	-22	0.0	-7	-4	2	-3	-4
39	COc1ccc(Nc2nc3ccccc3s2)cc1	-18	-1	0.1	-3	7	-0.5	-13	-3	3	-3	-6

Structures listed so far that contain a cyano group:
entry	structure	PfHsp90 yeast 2	Rtt109 Vps75	CDK5 inh	dFosB activator	SUMO Mot1 rescue	LANA DNA inh	PvdQ acylase	Keap1 Nrf2 FP	RTF Ca sens act	RTF Ca sens inh	NSD2 inh
9	CS(=O)(=O)c1ccc2nnn(OCC(=O)Nc3cccc(C#N)c3)c2c1	16	-3	-1.1	-4	9	0.5	2	3	-4	-8	-3
25	Cc1nc(Sc2nnnn2-c2ccccc2)c(C#N)c(C)c1C	-1	4	2.2	-3	88	1.8	-1	-2	-7	-3	.
